Sm TGR block = blocks Schistosoma mansoni thioredoxin glutathione reductase | 360,000 tested, 3% active | Potency, µM (series often up to 114 µM), for the others: at the highest dose activity change, negative = inhibition, usual class: inhibitors | purified TGR, DTNB reduction, TNB absorbance 405 nm | Q962Y6; further: potency means the concentration at half of the fitted maximal effect; on the % scale 0 is the no-effect control and ±100 the full control effect; nearly all actives have a fitted effect of over 60% in size
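First, TGR (20 nM dispensed) and NADPH were mixed with compound. Second, a 15 min room-temperature incubation followed. Third, further NADPH and then DTNB were added to start the reaction. Finally, TNB absorbance was monitored kinetically.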
Cycloheximide cs = counter-screen hit for Shiga toxin inhibitors, cycloheximide; max response, %; 300,000 tested, 12% active; cell reporter, cycloheximide protein synthesis inhibition counterscreen; in the data active means max response mostly above about 13%, no sharp cut-off; inactive means mostly below about 14%; further: read at 38.3 µM for the half of the compounds with a filed dose; 0% is about no effect
Shiga toxin inh = Shiga toxin inhibition | Vero cells, Shiga toxin protein synthesis inhibition reporter | inhibition, % at 38.7 µM | 290,000 tested, 9.2% active | AID 2315; in the data active means inhibition mostly above about 28%, no sharp cut-off; inactive means mostly below about 43%; further: 0% is about no effect
Pf growth 48h = inhibits P. falciparum growth in the first generation, 48 h. Potency, µM (titrated, usually from 28.7 µM), for inactives: top-dose activity change, negative = inhibition, most hits filed as inhibitors. P. falciparum luciferase growth in erythrocytes, 48 h. 310,000 tested, 5.9% active. AID 504832; further: potency means the concentration at half of the fitted maximal effect; on the % scale 0 is the no-effect control and ±100 the full control effect
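Parasite viability was followed by luminescence of a genomically integrated firefly luciferase. Cultures held 0.1% parasitemia at 2% hematocrit (final), incubated under 5% CO2 at 37 C.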
Giardia FBPA inh = Giardia lamblia aldolase inhibition. A8B2U2. purified Giardia FBPA. Potency, µM (highest dose often 59.6 µM), for the others: at the top dose activity, negative = inhibition, usual class: inhibitors. 290,000 tested, 0.71% active. AID 2451; further: potency means the concentration at half of the fitted maximal effect; on the % scale 0 is the no-effect control and ±100 the full control effect; nearly all actives have a fitted effect of over 55% in size
Target sequence (A8B2U2 whole entry, looked up): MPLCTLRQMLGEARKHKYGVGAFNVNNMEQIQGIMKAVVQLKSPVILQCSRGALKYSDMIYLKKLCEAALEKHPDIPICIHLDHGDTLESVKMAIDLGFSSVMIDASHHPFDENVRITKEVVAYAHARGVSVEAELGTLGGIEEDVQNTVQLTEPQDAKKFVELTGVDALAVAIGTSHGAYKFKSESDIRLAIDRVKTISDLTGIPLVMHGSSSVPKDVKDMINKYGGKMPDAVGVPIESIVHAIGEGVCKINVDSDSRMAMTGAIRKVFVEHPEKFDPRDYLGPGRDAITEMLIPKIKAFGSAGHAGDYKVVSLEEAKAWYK
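Giardia FBPA (40 nM reagent) was preincubated 10 min at RT with compound (up to 57.5 uM final), then substrate plus GAPDH/TPI/NAD/arsenate coupling system with diaphorase/resazurin was added; resorufin fluorescence (525/598 nm) was read after 20 min.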
Pf growth 96h = P. falciparum growth inhibition at 96 hour, primary screen for plastid delayed-death inhibitors; 320,000 tested, 6.9% active; P. falciparum luciferase reporter growth, 96 h; AID 504834; Potency, µM (doses to about 28.7 µM), for inactives: at the top dose activity change, negative = inhibition, usual class: inhibitors; further: potency means the concentration at half of the fitted maximal effect; on the % scale 0 is the no-effect control and ±100 the full control effect
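Luminescence readout: decreased luciferase signal marks inhibited growth of reporter-expressing P. falciparum in infected red cells (2% hematocrit, 0.05% parasitemia final), exposed to compound two generations (96 h, 37 C, 5% CO2).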
The depositor's hits bear a star; & = joins results of further samples; [ ] = dose if it differs, or a comment. Unless noted, the call rests on the fitted dose curve; in most records, active means well fitted curve in the direction sought with a large enough effect; inconclusive means small, poorly fitted or top-dose-only effect, or another doubt; inactive means no such curve, though single readings can be large; an effect the other way counts as inactive or inconclusive.

How did O=C(Nc1ccccc1)c1ccc(=O)[nH]n1 do in these assays?
Sm TGR block: -18%; Cycloheximide cs: -3; Shiga toxin inh: -2; Pf growth 48h: -12%; Giardia FBPA inh: 13%; Pf growth 96h: 6%

How did COc1cc(-n2ccnc2SC)c(Cl)cc1Cl do in these assays?
Sm TGR block: 12%; Cycloheximide cs: -4; Shiga toxin inh: -13; Pf growth 48h: 47%[activator]; Giardia FBPA inh: 2%; Pf growth 96h: 39%[activator]

Results for OCC1(Cc2ccc(F)cc2F)CCCN(CCCc2ccccc2)C1 (stereo unspecified) ?
Sm TGR block: 1%; Cycloheximide cs: -4; Shiga toxin inh: -3; Pf growth 48h: inconclusive; Giardia FBPA inh: 20%; Pf growth 96h: inconclusive

How did CC(=O)NCCCc1nc2ccccc2n1Cc1ccccc1C do in these assays?
Sm TGR block: -25%; Cycloheximide cs: -5; Shiga toxin inh: -10; Pf growth 48h: -3%; Giardia FBPA inh: 0%

How did Nn1c(SCC(=O)Nc2cccnc2Cl)nnc1-c1ccccc1 do in these assays?
Sm TGR block: -23%; Pf growth 48h: 23%; Pf growth 96h: 5%

What do the screens show for `CC1CCCCC1NC(=O)CCn1c(=O)sc2ccccc21` (stereo unspecified)?
Sm TGR block: 1%; Cycloheximide cs: 4; Shiga toxin inh: -3; Pf growth 48h: 26%; Pf growth 96h: inconclusive

How did CN(C(=O)CN1CC=C(c2ccccc2)CC1)c1c(N)n(Cc2ccccc2)c(=O)[nH]c1=O do in these assays?
Sm TGR block: 9%; Cycloheximide cs: -5; Shiga toxin inh: 30; Pf growth 48h: inconclusive; Giardia FBPA inh: 0%; Pf growth 96h: inconclusive

Results for Cc1ccc(NC(=O)CCNS(=O)(=O)c2ccc3c(c2)CCC(=O)N3)cc1 ?
Sm TGR block: 3%; Cycloheximide cs: -5; Shiga toxin inh: -7; Pf growth 48h: -7%; Giardia FBPA inh: 3%; Pf growth 96h: inconclusive

Results for Cc1cc(C)nc(N/N=C/c2ccccc2OCC(=O)O)n1 ?
Sm TGR block: -1%; Cycloheximide cs: -4; Shiga toxin inh: -3; Pf growth 48h: 0%; Giardia FBPA inh: 5µM*; Pf growth 96h: 38%[activator]

How did CS(=O)(=O)N(CC(=O)N1CCCCCC1)c1cccc(F)c1 do in these assays?
Sm TGR block: 2%; Cycloheximide cs: -2; Pf growth 48h: 18%; Giardia FBPA inh: 5%; Pf growth 96h: inconclusive

Part of the list above in order of count of non-hydrogen atoms, lowest first.
How did COc1cc(-n2ccnc2SC)c(Cl)cc1Cl do in these assays?
Sm TGR block: 12%; Cycloheximide cs: -4; Shiga toxin inh: -13; Pf growth 48h: 47%[activator]; Giardia FBPA inh: 2%; Pf growth 96h: 39%[activator]

What do the screens show for `CC1CCCCC1NC(=O)CCn1c(=O)sc2ccccc21` (stereo unspecified)?
Sm TGR block: 1%; Cycloheximide cs: 4; Shiga toxin inh: -3; Pf growth 48h: 26%; Pf growth 96h: inconclusive

How did CC(=O)NCCCc1nc2ccccc2n1Cc1ccccc1C do in these assays?
Sm TGR block: -25%; Cycloheximide cs: -5; Shiga toxin inh: -10; Pf growth 48h: -3%; Giardia FBPA inh: 0%

Results for OCC1(Cc2ccc(F)cc2F)CCCN(CCCc2ccccc2)C1 (stereo unspecified) ?
Sm TGR block: 1%; Cycloheximide cs: -4; Shiga toxin inh: -3; Pf growth 48h: inconclusive; Giardia FBPA inh: 20%; Pf growth 96h: inconclusive

Results for Cc1ccc(NC(=O)CCNS(=O)(=O)c2ccc3c(c2)CCC(=O)N3)cc1 ?
Sm TGR block: 3%; Cycloheximide cs: -5; Shiga toxin inh: -7; Pf growth 48h: -7%; Giardia FBPA inh: 3%; Pf growth 96h: inconclusive

How did CN(C(=O)CN1CC=C(c2ccccc2)CC1)c1c(N)n(Cc2ccccc2)c(=O)[nH]c1=O do in these assays?
Sm TGR block: 9%; Cycloheximide cs: -5; Shiga toxin inh: 30; Pf growth 48h: inconclusive; Giardia FBPA inh: 0%; Pf growth 96h: inconclusive

(further entries)
Results for O=C(COC(=O)c1ccc(O)cc1)Nc1ccc(Cl)cc1C(=O)c1ccccc1 ?
Sm TGR block: -6%; Cycloheximide cs: -9; Shiga toxin inh: -11; Pf growth 48h: -21%; Giardia FBPA inh: 4%; Pf growth 96h: inconclusive

What do the screens show for `COc1cc(/C=C(/C#N)c2ccccc2F)ccc1OCc1ccccc1`?
Sm TGR block: 12%; Cycloheximide cs: 34*; Shiga toxin inh: 53*; Pf growth 48h: 12µM*; Giardia FBPA inh: -1%; Pf growth 96h: -4%

What do the screens show for `Cc1noc(C)c1S(=O)(=O)N(CC(=O)NCc1ccccc1)c1ccc(C(C)C)cc1`?
Sm TGR block: -2%&3%; Cycloheximide cs: 7; Shiga toxin inh: -3; Pf growth 48h: -6%; Pf growth 96h: inconclusive

How did Clc1ccc(COc2ccccc2CNCc2cccnc2)cc1 do in these assays?
Sm TGR block: 7%; Cycloheximide cs: -5; Shiga toxin inh: -13; Giardia FBPA inh: 5%; Pf growth 96h: 4.7µM*

Results for COc1ccc(C)cc1C(=O)CCC(=O)Nc1ccccc1N1CCOCC1 ?
Sm TGR block: 22µM*; Cycloheximide cs: -3; Shiga toxin inh: -8; Pf growth 48h: inconclusive; Giardia FBPA inh: -3%; Pf growth 96h: 21%

How did Cc1ccc(S(=O)(=O)NCC(=O)OCC(=O)c2cccs2)cc1 do in these assays?
Sm TGR block: 15%; Cycloheximide cs: 4; Shiga toxin inh: -14; Pf growth 48h: -2%; Giardia FBPA inh: 1%[12.9 µM]; Pf growth 96h: 13µM*

Results for Cc1c(N=N/C(C(=O)Nc2ccccc2)=C(/O)c2ccccc2)c(=O)n(-c2ccccc2)n1C ?
Sm TGR block: -15%; Cycloheximide cs: 11; Shiga toxin inh: -2; Pf growth 48h: inconclusive; Giardia FBPA inh: -6%; Pf growth 96h: 3.7µM*

How did O=C(NNC(=O)c1cccc2ccccc12)c1ccco1 do in these assays?
Sm TGR block: 12%; Cycloheximide cs: 3; Shiga toxin inh: -13; Pf growth 48h: 4%; Giardia FBPA inh: 3%; Pf growth 96h: 6%

How did Cc1noc(C)c1COC(=O)c1cccnc1Cl do in these assays?
Sm TGR block: 7%; Cycloheximide cs: -1; Shiga toxin inh: -17; Pf growth 48h: 18%; Giardia FBPA inh: 8%; Pf growth 96h: 17%

How did Cc1csc(NC(=O)CSc2nnc(-c3ccoc3C)n2Cc2ccco2)n1 do in these assays?
Sm TGR block: inconclusive; Cycloheximide cs: -8; Shiga toxin inh: -14; Pf growth 48h: -25%; Giardia FBPA inh: 3%

Results for COc1cc(CNn2cn[nH]c2=S)cc(Cl)c1OCc1ccc(F)cc1 ?
Sm TGR block: -11%; Cycloheximide cs: -4; Shiga toxin inh: 12; Pf growth 48h: -14%; Giardia FBPA inh: 0%; Pf growth 96h: 134%[activator]

What do the screens show for `CCOC(=O)CCN=Cc1c(O)n(-c2ccc(Br)cc2)c(=O)[nH]c1=O`?
Sm TGR block: 0%; Cycloheximide cs: -3; Shiga toxin inh: 4; Giardia FBPA inh: 3%

Results for CCn1c(SCC(=O)Nc2nccs2)nnc1-c1ccncc1 ?
Sm TGR block: -6%; Cycloheximide cs: -4; Shiga toxin inh: -7; Giardia FBPA inh: -5%; Pf growth 96h: inconclusive

What do the screens show for `C=CCNc1nc(Cl)nc(Nc2ccc(OC)cc2)n1`?
Sm TGR block: 3%; Cycloheximide cs: 22*; Shiga toxin inh: 64*; Pf growth 48h: inconclusive; Giardia FBPA inh: -5%; Pf growth 96h: 49%[activator]

What do the screens show for `CCc1ccccc1NC(=O)CN1CCN(CC(=O)NCc2ccc(Cl)cc2)CC1`?
Sm TGR block: -9%; Pf growth 48h: inconclusive; Pf growth 96h: inconclusive

How did CCN(CC)S(=O)(=O)c1ccc(C(=O)NNC2=NS(=O)(=O)c3ccccc32)cc1 do in these assays?
Sm TGR block: -11%; Cycloheximide cs: -2; Shiga toxin inh: -5; Pf growth 48h: 9%; Giardia FBPA inh: 7%; Pf growth 96h: 19%

What do the screens show for `Cc1cnc2cc(Cl)c(Cl)cc2n1`?
Sm TGR block: -2%; Cycloheximide cs: -4; Shiga toxin inh: -3; Pf growth 48h: -15%; Giardia FBPA inh: 8%; Pf growth 96h: inconclusive

What do the screens show for `COc1ccc(S(=O)(=O)N(C)CC(=O)NCCN2CCOCC2)cc1C`?
Sm TGR block: 0%; Cycloheximide cs: -6; Shiga toxin inh: -11; Pf growth 48h: 13%; Giardia FBPA inh: 2%; Pf growth 96h: 64%[activator]

What do the screens show for `Cc1ccc(Sc2cc(C(F)(F)F)nc(N(C)C)n2)cc1`?
Sm TGR block: 1%; Cycloheximide cs: 4; Shiga toxin inh: -15; Pf growth 48h: -2%; Giardia FBPA inh: -3%; Pf growth 96h: 24%

Results for COc1ccc(/C=N/Nc2ncnc3c2[nH]c2ccccc23)c(OC)c1OC ?
Sm TGR block: -9%; Cycloheximide cs: 2; Shiga toxin inh: 12; Pf growth 48h: -7%; Giardia FBPA inh: 0%; Pf growth 96h: 0%

Results for COc1ccc(CCNC(=O)CC(c2ccccc2)c2cc(C)ccc2O)cc1OC (stereo unspecified) ?
Sm TGR block: -8%; Cycloheximide cs: -1; Shiga toxin inh: -1; Pf growth 48h: inconclusive; Giardia FBPA inh: 4%; Pf growth 96h: 1%

How did Cc1ccccc1OCC(=O)NCCN(C)C do in these assays?
Sm TGR block: 1%; Cycloheximide cs: -5; Shiga toxin inh: -4; Pf growth 48h: 16%; Giardia FBPA inh: -7%; Pf growth 96h: inconclusive

Results for Cc1sc(NC(=O)C2CSC3(C)CCC(=O)N23)nc1-c1ccccc1 (stereo unspecified) ?
Sm TGR block: -1%; Pf growth 48h: inconclusive; Pf growth 96h: inconclusive

How did CCOc1ccc2nc(NC(=O)CSc3ccc(Cl)cc3)sc2c1 do in these assays?
Sm TGR block: -1%; Cycloheximide cs: 18; Shiga toxin inh: 39; Pf growth 48h: inconclusive; Giardia FBPA inh: -1%

Results for O=C1c2ccc3c4c(ccc(c24)C(=O)N1c1ccc2ccccc2c1)CC3 ?
Sm TGR block: 14%; Cycloheximide cs: -4; Shiga toxin inh: 15; Pf growth 48h: inconclusive; Giardia FBPA inh: -1%; Pf growth 96h: inconclusive

Results for CC(=O)C(C)n1c(CN(C)Cc2ccccc2)nc2c1c(=O)n(C)c(=O)n2C (stereo unspecified) ?
Sm TGR block: 2%; Cycloheximide cs: 2; Shiga toxin inh: -10; Pf growth 48h: -12%; Giardia FBPA inh: 12%; Pf growth 96h: -27%

Results for N#CC(C#N)=NNc1ccc(S(=O)(=O)N2CCCC2)cc1 ?
Sm TGR block: 20µM*; Cycloheximide cs: -9; Shiga toxin inh: -10; Pf growth 48h: 14%; Giardia FBPA inh: 28%; Pf growth 96h: -21%

How did O=C(CCc1ccccc1)n1nc(-c2ccccc2)nc1NCc1ccco1 do in these assays?
Sm TGR block: -18%; Cycloheximide cs: -1; Shiga toxin inh: 16; Pf growth 48h: 46%[activator]; Giardia FBPA inh: -11%; Pf growth 96h: 25%

What do the screens show for `Cc1cccc(C(=O)NC(=S)Nc2ccc(S(=O)(=O)N3CCCCC3)cc2)c1`?
Sm TGR block: -4%; Cycloheximide cs: -4; Shiga toxin inh: 21; Pf growth 48h: inconclusive; Giardia FBPA inh: -4%; Pf growth 96h: inconclusive

What do the screens show for `CCN(CC(=O)Nc1ccccc1C(F)(F)F)C(=O)CCc1nc2ccccc2c(=O)[nH]1`?
Sm TGR block: 9%; Cycloheximide cs: -3; Shiga toxin inh: -6; Pf growth 48h: -2%; Giardia FBPA inh: -11%; Pf growth 96h: 20%
